LmPK inh: qHTS Assay for Inhibitors of Leishmania Mexicana Pyruvate Kinase (LmPK) | AID 1721, 2009 | hit rate 0.37% among 290,000 | Q27686 | Potency, µM (highest dose often 57.5 µM), for inactives: at the highest dose activity change, negative = inhibition, actives largely listed as inhibitors | purified LmPK, Kinase-Glo ATP luminescence, 1 h
Target sequence (Q27686 whole entry, looked up): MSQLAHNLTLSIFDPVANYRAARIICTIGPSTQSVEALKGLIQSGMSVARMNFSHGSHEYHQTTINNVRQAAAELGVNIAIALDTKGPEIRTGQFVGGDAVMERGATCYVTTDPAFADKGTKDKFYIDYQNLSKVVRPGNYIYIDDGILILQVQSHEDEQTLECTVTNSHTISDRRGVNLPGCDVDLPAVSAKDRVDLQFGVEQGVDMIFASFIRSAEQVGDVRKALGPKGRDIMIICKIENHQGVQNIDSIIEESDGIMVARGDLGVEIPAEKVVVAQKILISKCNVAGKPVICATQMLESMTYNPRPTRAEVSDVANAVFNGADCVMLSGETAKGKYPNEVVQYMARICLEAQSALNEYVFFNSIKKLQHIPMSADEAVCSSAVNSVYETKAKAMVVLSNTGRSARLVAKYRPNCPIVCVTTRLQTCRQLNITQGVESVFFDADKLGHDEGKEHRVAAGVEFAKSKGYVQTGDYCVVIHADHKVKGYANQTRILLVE
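qHTS format; LmPK 0.1 nM; substrates PEP 0.5 mM and ADP 0.1 mM. One-hour room-temperature incubation, then coupled luciferase luminescence; 0.5 nM enzyme wells mark activation.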
HCV inh: qHTS Assay for Inhibitors of Hepatitis C Virus (HCV). Huh7.5.1 HCVcc-Cre infection, luciferase reporter, 44 h. Potency, µM (titrated, usually from 41.8 µM), inactives show at the highest dose activity change, negative = inhibition, actives largely listed as inhibitors. hit rate 3.4% among 340,000. AID 651820, 2012
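Cells seeded at 1,000/well and cultured 4 h, then compounds added followed by HCVcc-Cre virus (~0.5 moi). After 44 h further culture, luciferase substrate was added, plates held 15 min at room temperature, and luminescence read for 15 sec.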
Pf growth 96h: Primary qHTS for delayed death inhibitors of the malarial parasite plastid, 96 hour incubation; P. falciparum luciferase reporter growth, 96 h; Potency, µM (series often up to 28.7 µM), without a hit: at the highest dose activity change, negative = inhibition, most hits filed as inhibitors; hit rate 6.9% among 320,000
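P. falciparum expressing integrated firefly luciferase grown in erythrocytes (2% hematocrit, 0.05% parasitemia final) with compounds for 96 hours at 37 C, 5% CO2. Growth inhibition read as loss of luminescence after adding luciferase detection reagent.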
Sm TGR inh: qHTS Assay for the Inhibitors of Schistosoma Mansoni Peroxiredoxins; Schistosoma mansoni thioredoxin glutathione reductase (TGR), Q962Y6; purified TGR, DTNB reduction, TNB absorbance 405 nm; Potency, µM (series often up to 114 µM), inactives show at the top dose activity change, negative = inhibition, hits mostly inhibitors; hit rate 3% among 360,000; AID 485364, 2010; also: nearly all actives have a fitted effect of over 60% in size
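First, TGR (20 nM dispensed) and NADPH were mixed with compound. Second, a 15 min room-temperature incubation followed. Third, further NADPH and then DTNB were added to start the reaction. Finally, TNB absorbance was monitored kinetically.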
Pf growth 48h: Primary qHTS for delayed death inhibitors of the malarial parasite plastid, 48 hour incubation; P. falciparum luciferase growth in erythrocytes, 48 h; Potency, µM (doses to about 28.7 µM), for inactives: top-dose activity change, negative = inhibition, hits mostly inhibitors; hit rate 5.9% among 310,000
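Luciferase-expressing parasites in RBCs, 2% Hct / 0.1% parasitemia final; RPMI 1640 + 0.5% Albumax; 37 C, 5% CO2, one generation; luminescence read-out, lower signal = inhibition.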
Tb PYK inh: qHTS of Trypanosoma Brucei Inhibitors | TbPYK enzyme, Kinase-Glo Plus ATP luminescence, 45 min | hit rate 0.12% among 410,000 | AID 624173, 2012 | Potency, µM (top dose mostly 76.8 µM), for the others: at the highest dose activity, negative = inhibition, most hits filed as inhibitors; also: nearly all actives have a fitted effect of over 50% in size
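Screened from lowest to highest concentration, compounds were pinned into TbPYK/substrate mixtures, and ADP (130 uM final) was added. Plates sat at room temperature for 45 min prior to Kinase-Glo Plus detection by luminescence.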
Starred values were filed as active, the others as inactive; i = inactive; ? = inconclusive; nt = no result given; [ ] = another dose, or the depositor's remark. Calls follow the shape of the dose curve; as a rule, active = well fitted curve in the direction sought with a large enough effect; inconclusive = small, poorly fitted or top-dose-only effect, or another doubt; inactive = no such curve, though single readings can be large; an effect the other way counts as inactive or inconclusive. % is scaled to controls: 0 for no effect and ±100 for the full control effect; potency is read from the fitted curve at half-maximal effect. The order is random. Share with any hit: about 16%.

(1) O=C(CSc1nc(N2CCCCC2)nc(N2CCCCC2)n1)c1ccccc1
(2) CC12CCC(=O)N1C(C(=O)NNC(=O)COc1ccccc1F)CS2 (stereo unspecified)
(3) O=C(CN1CCN(Cc2ccc(F)cc2Cl)C1=O)NCc1cccs1
(4) C=CCn1c(SCc2ccc(C#N)cc2)nnc1-c1ccc(C)cc1
(5) O=C(NCc1ccccc1)c1nc[nH]c1C(=O)N1CCc2ccccc2C1
(6) COC(=O)C(C)N(C(=O)c1cccc(Cl)c1)c1c(C)cccc1C (stereo unspecified)
(7) CSCCC(NC(=O)c1ccccc1Br)C(=O)N1CCC(C)CC1 (stereo unspecified)
(8) CCC(=O)N(C)/C=C1\Sc2ccccc2C1=O
assay / entry	1	2	3	4	5	6	7	8
LmPK inh	-7%	nt	6%	6%	nt	2%	3%	-6%
HCV inh	?	25%	-8%	-28%	6%	-24%	12%	11%
Pf growth 96h	33%[activator]	-16%	-11%	12µM*	?	?	-7%	1%
Sm TGR inh	-15%	-5%	0%	14%	-13%	0%	-7%	-36%
Pf growth 48h	?	-8%	18%	?	?	nt	-25%	-1%
Tb PYK inh	-11%	?	-5%	2%	-1%	-2%	-3%	6%

(9) CCCc1cc(=O)oc2cc(C)cc(OCC(=O)NCCCn3ccnc3)c12
(10) CCOC(=O)CCCNC(=O)c1cncc(O)c1
(11) CCc1cccc(NC(=O)CCNS(=O)(=O)c2ccc3c(c2)oc(=O)n3C)c1
(12) CCCn1c(N)c(Sc2ccc(C)cc2)c(=O)n(CCC)c1=O
(13) COC(=O)c1cccc(NC(=O)CSc2nncn2-c2ccccn2)c1
(14) COc1ccccc1CCC(=O)OCC(=O)NC1CCCC1
(15) CC(=O)N1CCCc2cc(S(=O)(=O)N(C)CCC#N)ccc21
(16) COc1cccc(/C=N/NC(=O)C(C)n2nc(C)c([N+](=O)[O-])c2C)c1O (stereo unspecified)
assay / entry	9	10	11	12	13	14	15	16
LmPK inh	6%	8%	-15%	2%	0%	nt	-1%	-9%
HCV inh	?	16%	-1%	-20%	1%	11%	17%	?
Pf growth 96h	-18%	nt	?	-9%	10%	0%	?	?
Sm TGR inh	5%	0%	0%	3%	9%	-1%	17%	-9%
Pf growth 48h	?	-12%	3%	0%	10%	15%	-1%	?
Tb PYK inh	1%	4%	2%	1%	-3%	-2%	-4%	2%

Given with values under each structure: eight of the compounds above
Order of values – LmPK inh	HCV inh	Pf growth 96h	Sm TGR inh	Pf growth 48h	Tb PYK inh
(9) CCCc1cc(=O)oc2cc(C)cc(OCC(=O)NCCCn3ccnc3)c12
 : 6%	?	-18%	5%	?	1%
(10) CCOC(=O)CCCNC(=O)c1cncc(O)c1
 : 8%	16%	nt	0%	-12%	4%
(11) CCc1cccc(NC(=O)CCNS(=O)(=O)c2ccc3c(c2)oc(=O)n3C)c1
 : -15%	-1%	?	0%	3%	2%
(12) CCCn1c(N)c(Sc2ccc(C)cc2)c(=O)n(CCC)c1=O
 : 2%	-20%	-9%	3%	0%	1%
(13) COC(=O)c1cccc(NC(=O)CSc2nncn2-c2ccccn2)c1
 : 0%	1%	10%	9%	10%	-3%
(14) COc1ccccc1CCC(=O)OCC(=O)NC1CCCC1
 : nt	11%	0%	-1%	15%	-2%
(15) CC(=O)N1CCCc2cc(S(=O)(=O)N(C)CCC#N)ccc21
 : -1%	17%	?	17%	-1%	-4%
(16) COc1cccc(/C=N/NC(=O)C(C)n2nc(C)c([N+](=O)[O-])c2C)c1O (stereo unspecified)
 : -9%	?	?	-9%	?	2%

Carrying on:
(17) O=c1[nH]cccc1-c1nc2ccccc2[nH]1
(18) Cc1ccc(S(=O)(=O)N2CCN(C(=O)CN3CCCCC3)C2)cc1
(19) COC(=O)c1ccc(NC(=O)COc2ccc(C3C(C#N)=C(N)Oc4c3ccc3ccccc43)cc2OC)cc1 (stereo unspecified)
(20) CC(=O)Oc1cc2cccc(OC(C)=O)c(=O)c2c(OC(C)=O)c1OC(C)=O
(21) C[C@H](NC(N)=O)C(=O)Nc1ccc(OCc2ccccc2)cc1
(22) O=C(CC(=O)c1ccccc1)Nc1cc([N+](=O)[O-])ccc1Cl
(23) COc1ccccc1N1CCN(C(=O)CCC(=O)O)CC1
(24) COc1ccc(-n2c(SCCC(=O)O)nnc2-c2ccncc2)cc1
assay / entry	17	18	19	20	21	22	23	24
LmPK inh	-9%	1%	3%	-5%	4%	1%	0%	0%
HCV inh	3%	-30%	?	2%	-12%	-5%	1%	19%
Pf growth 96h	100%[activator]	10%	?	15µM*	i	-9%	1%	19%
Sm TGR inh	-6%	-17%	-13%	?	0%	15%	-20%	1%
Pf growth 48h	-23%[0.00184 µM]	nt	?	?	385%[activator]	0%	2%	0%
Tb PYK inh	-4%	-6%	-10%	-3%	-2%	0%	1%	-14%

(25) O=C(Nc1ccc(S(=O)(=O)N2CCOCC2)cc1)c1ccco1
(26) O=S(=O)(c1ccc(Br)s1)N1CCN(c2ccccn2)CC1
(27) CCOc1ccc(C2/C(=C(\O)c3ccc4c(c3)OCCO4)C(=O)C(=O)N2CCCN2CCOCC2)cc1 (stereo unspecified)
(28) COc1ccc([N+](=O)[O-])cc1NC(=O)COC(=O)C1CC1
(29) O=S(=O)(c1ccc(Cl)cc1)N1CCN(Cc2ccncc2)CC1
(30) CC(C(=O)NCC1(c2ccccc2)CCCC1)N1CCOCC1 (stereo unspecified)
(31) Cc1cc(NC(=O)c2ccc(C)o2)no1
(32) O=C(NCC(c1ccc(F)cc1)N1CCOCC1)c1ccco1 (stereo unspecified)
assay / entry	25	26	27	28	29	30	31	32
LmPK inh	3%	1%	10%	-1%	0%	0%	-16%	nt
HCV inh	-1%	-9%	20%	-1%	10%	-20%	3%	4%
Pf growth 96h	52%[activator]	nt	?	?	-13%	-7%	?	29%
Sm TGR inh	-1%	1%	?	2%	?	4%	-2%	-3%
Pf growth 48h	-4%	-6%	?	5%	-2%	-12%	40%[activator]	1%
Tb PYK inh	-4%	-7%	4%	-6%	0%	0%	-11%	4%

(33) COCCCNC(c1ccccc1)c1ccncc1 (stereo unspecified)
(34) COC(=O)c1sccc1NC(=O)c1c(C)c(-c2cccc(Cl)c2)nc2ccccc12
(35) COc1ccccc1NC(=O)C(C)OC(=O)CN1C(=O)C2CC=CCC2C1=O (stereo unspecified)
(36) CC(=O)Nc1ccc2nc(NC(=O)c3ccc([N+](=O)[O-])o3)sc2c1
(37) COC(CN(C)C(=O)c1ccc2c(c1)NC(=O)c1ccccc1S2)OC
(38) CCCCn1c(N)c(N(Cc2ccccc2OC)C(=O)CSCC(=O)Nc2cccc(C)c2)c(=O)[nH]c1=O
(39) Cc1ccc(S(=O)(=O)N2CCC(CN3C(=O)c4cccc5cccc(c45)C3=O)CC2)cc1
(40) Cc1ccsc1C(=O)Nc1nc2ccccc2[nH]1
assay / entry	33	34	35	36	37	38	39	40
LmPK inh	3%	1%	nt	-1%	5%	-6%	0%	2.8µM*
HCV inh	6%	-11%	-5%	-21%	12%	-9%	?	0%
Pf growth 96h	2.6µM*	-6%	6%	?	10%	?	?	-99%
Sm TGR inh	-21%	-6%	-1%	?	-27%	-20%	3%	7%
Pf growth 48h	-2%	?	2%	?	1.5µM*	-6%	?	152%[activator]
Tb PYK inh	2%	-9%	-1%	-9%	5%	7%	-2%	?

(41) CN1CCN(c2ccccc2NC(=O)COc2ccc(C3CCCCC3)cc2)CC1
(42) O=[N+]([O-])c1ccc(OCC(O)CNCCNc2nccc(C(F)(F)F)n2)cc1 (stereo unspecified)
(43) NC(=O)C1CCN(C(=O)COc2ccc3c4c(c(=O)oc3c2)CCC4)CC1
(44) Cc1ccc(C(=O)Cn2nnc3ccccc32)cc1[N+](=O)[O-]
(45) COc1ccccc1CCNC(=O)COc1cccc2c1OC(C)(C)C2
(46) O=C(Cn1nc(-c2ccc(F)cc2)ccc1=O)Nc1ccc2c(c1)OCCO2
(47) O=c1c2c(n3cnnc3n1-c1ccccc1)-c1ccccc1CC21CCCC1
(48) Nc1ccc(-c2cc(-c3cccc(N)c3)nc(-c3ccccc3)n2)cc1
assay / entry	41	42	43	44	45	46	47	48
LmPK inh	5%	6%	-7%	5%	nt	0%	-1%	4%
HCV inh	?	-9%	22%	-1%	?	0%	1%	23%
Pf growth 96h	33%	?	?	295%[activator]	?	10%	0%	2.1µM*
Sm TGR inh	1%	-9%	11%	12%	-1%	-13%	-13%	0%
Pf growth 48h	?	?	-4%	95%[activator]	?	24%	-19%	13µM*
Tb PYK inh	2%	-3%	-6%	4%	-5%	4%	-11%	-14%

Compound profiles, from the list above. Order of values: LmPK inh	HCV inh	Pf growth 96h	Sm TGR inh	Pf growth 48h	Tb PYK inh
Listed for `COc1ccccc1CCC(=O)OCC(=O)NC1CCCC1` = nt	11%	0%	-1%	15%	-2%
Listed for `COC(CN(C)C(=O)c1ccc2c(c1)NC(=O)c1ccccc1S2)OC` = 5%	12%	10%	-27%	1.5µM*	5%

Continued:
(49) O=C(Cc1ccccc1)NC(=S)Nc1ccc(OC(F)F)cc1
(50) Cc1nc2ccccc2c2c1CC(C(C)(Cl)Br)O2 (stereo unspecified)
(51) Cc1cccc(OCC(=O)Nc2ccccc2N2CCCC2)c1C
(52) CCOC(=O)c1c(NC(=O)CSc2nc3c(c(=O)n(C)c(=O)n3C)n2C(C)C)sc(C)c1C
(53) Cc1nnc(SCC(=O)Nc2nccs2)n(N)c1=O
(54) O=c1[nH]nc(-c2ccc(NCCO)c([N+](=O)[O-])c2)c2ccccc12
(55) COC(=O)C(=O)C/C(=N/Nc1ncnc2ccccc12)c1ccc(Cl)cc1
(56) CCN(C(=O)Cn1cc(C(C)=O)c2ccccc21)c1ccccc1
(57) O=S(=O)([N-]c1nc2ccccc2nc1-n1cc[n+](Cc2ccccc2)c1)c1ccc(Cl)cc1
(58) Cc1cc(C)cc(C(=O)NC2C(=O)N3C(C(=O)O)=C(CSc4nnc(C)s4)CSC23)c1 (stereo unspecified)
(59) CN1CCN(C(c2cccc(Cl)c2)c2ccccc2Cl)CC1 (stereo unspecified)
assay / entry	49	50	51	52	53	54	55	56	57	58	59
LmPK inh	6%	7%	nt	5%	2%	1%	2%	5%	7%	-1%	-1%
HCV inh	30%[activator]	3.2µM*	?	1%	13%	12%	?	-22%	?	22%	?
Pf growth 96h	?	-5%	?	?	0%	5%	?	4%	?	6%	?
Sm TGR inh	-21%	-8%	-10%	4%	-2%	10%	-1%	6%	-35%	5µM*	3%
Pf growth 48h	0%	?	?	1%	47%[activator]	?	15%	16%	?	-1%	?
Tb PYK inh	-6%	2%	-3%	3%	1%	3%	-9%	0%	-2%	-9%	1%

Source: PubChem (National Center for Advancing Translational Sciences (NCATS))
